AGP1-GFP MLPCN: alters AGP1-GFP fluorescence in TOR pathway yeast screen; 320,000 compounds, 0.02% hits; GFP response vs DMSO, % at 10 µM; S. cerevisiae AGP1-GFP multiplex flow cytometry, 3 h; GFP as percent of DMSO wells; AID 2066;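 active means GFP response relative to DMSO above a set limit, near screen average plus 3 SD, cut at about 150% in these data; inconclusive means fewer than 70 cells counted for the yeast strain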;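 further: median GFP channel fluorescence of the gated AGP1 strain per well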
Efflux pump mplx: inhibitors of Candida antifungal efflux pumps expressed in yeast; inhibition, % at 10 µM; S. cerevisiae Candida pump triplex, Nile Red efflux; 330,000 compounds, 0.44% hits; AID 485275;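 active means plate passing quality check with inhibition over a set limit, or well fluorescence over plate mean plus 4 SD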;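 further: Nile Red retained in pooled yeast measured as flow cytometry median fluorescence; 0% = buffer negative control and 100% = Enniatin B positive control; higher means more Nile Red kept so more efflux inhibition; some compounds called inactive have numbers as strong as hits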
RPL19A TOR yeast: yeast TOR pathway RPL19A-GFP modulation. percent response vs DMSO, % at 10 µM. 330,000 compounds, 0.3% hits. S. cerevisiae RPL19A-GFP strain, flow cytometry, 3 h; active compounds read low;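 active means percent response vs DMSO below 50%; inconclusive means fewer than 70 events counted for the yeast strain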;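 further: median channel GFP fluorescence of the barcoded RPL19A-GFP strain; ratio of sample median GFP to plate DMSO average so 100% = DMSO; lower means less RPL19A-GFP as with rapamycin TOR inhibition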
Yeast superoxide: yeast age-related superoxide inhibition as caloric restriction mimetic; S. cerevisiae aged cells, superoxide DHE fluorescence; active compounds read low; superoxide response (% of plate mean), % at 10 µM; 330,000 compounds, 0.18% hits;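 active means superoxide response under a set limit, about three screen SD below normal, cut at about 65% in these data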;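 further: yeast aged for seven days with compound at 30 °C before DHE staining; 100% = average MFI of all compound-treated wells on the plate with controls excluded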
LAP4 TOR yeast: modulators of TOR pathway LAP4-GFP in S. cerevisiae. S. cerevisiae LAP4-GFP multiplex, flow cytometry GFP, 3 h; median GFP as percent of DMSO wells. 320,000 compounds, 0.34% hits. GFP response vs DMSO, % at 10 µM;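 active means GFP response vs DMSO above a set limit, about the screen mean plus 3 SD, cut at about 150% in these data; inconclusive means under 70 cell events counted for the yeast strain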
AHR activator: activates the human aryl hydrocarbon receptor; P35869; AHR-responsive luciferase reporter cells, luminescence; activation, % at 5 µM; 320,000 compounds, 2.5% hits; in the data active means activation above about 47%;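 further: 0% = vehicle wells and 100% = reference agonist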
Target sequence (P35869 whole entry, looked up): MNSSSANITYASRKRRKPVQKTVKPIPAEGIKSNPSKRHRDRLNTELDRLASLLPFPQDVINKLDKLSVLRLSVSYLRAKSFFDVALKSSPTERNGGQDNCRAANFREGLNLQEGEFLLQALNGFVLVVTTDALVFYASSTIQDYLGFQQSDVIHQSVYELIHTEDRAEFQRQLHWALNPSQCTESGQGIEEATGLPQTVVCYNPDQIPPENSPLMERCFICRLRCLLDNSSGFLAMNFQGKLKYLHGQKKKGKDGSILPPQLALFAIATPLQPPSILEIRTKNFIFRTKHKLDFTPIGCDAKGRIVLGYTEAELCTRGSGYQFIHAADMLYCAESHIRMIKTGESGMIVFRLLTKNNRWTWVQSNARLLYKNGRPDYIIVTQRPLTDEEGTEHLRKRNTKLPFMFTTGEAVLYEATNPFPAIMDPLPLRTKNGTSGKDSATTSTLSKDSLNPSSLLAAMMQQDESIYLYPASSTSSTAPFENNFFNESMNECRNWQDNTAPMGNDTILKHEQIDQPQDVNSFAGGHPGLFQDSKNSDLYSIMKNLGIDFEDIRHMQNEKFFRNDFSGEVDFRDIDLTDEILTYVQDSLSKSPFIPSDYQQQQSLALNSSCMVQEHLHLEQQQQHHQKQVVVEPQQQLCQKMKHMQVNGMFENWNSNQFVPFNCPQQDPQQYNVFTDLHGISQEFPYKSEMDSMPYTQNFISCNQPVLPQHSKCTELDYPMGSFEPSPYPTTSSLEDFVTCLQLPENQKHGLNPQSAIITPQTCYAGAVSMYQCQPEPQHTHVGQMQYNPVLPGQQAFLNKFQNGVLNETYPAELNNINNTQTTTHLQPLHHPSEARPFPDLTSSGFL
CIT2 TOR yeast: alters CIT2-GFP fluorescence in TOR pathway yeast screen; 320,000 compounds, 0.065% hits; GFP response vs DMSO, % at 10 µM; S. cerevisiae CIT2-GFP strain, flow cytometry, 3 h; 100 means same as DMSO wells;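 active means GFP response relative to DMSO above a set limit, near the screen mean plus 3 SD, cut at about 150% in these data; inconclusive means Fewer than 70 cells measured for a yeast strain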;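 further: ratio of well median GFP fluorescence to mean of DMSO wells on the plate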
MEP2-GFP yeast: alters MEP2-GFP fluorescence in TOR pathway yeast screen; S. cerevisiae MEP2-GFP strain, flow cytometry GFP, 3 h; 100% = DMSO control level; AID 2016; GFP response vs DMSO, % at 10 µM; 330,000 compounds, 0.51% hits;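 active means GFP response versus DMSO above a set limit, roughly screen mean plus 3 SD, cut at about 180% in these data; inconclusive means fewer than 70 cells counted for a yeast strain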;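 further: median GFP fluorescence of the barcode-gated MEP2-GFP cells per well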
* hit, by the source's call; ? = inconclusive; · = not tested or not shown; & = joins results of further samples; [ ] = remark or other dose.

SMILES	AGP1-GFP MLPCN	Efflux pump mplx	RPL19A TOR yeast	Yeast superoxide	LAP4 TOR yeast	AHR activator	CIT2 TOR yeast	MEP2-GFP yeast
CCOC(=O)C1=C(O)C(=O)N(c2ccc(S(N)(=O)=O)cc2)C1c1ccc(Br)cc1 (stereo not drawn)	108	-0.2	102	101	115	2	106	94
CN(CC(=O)Nc1ccccc1Br)Cc1nc2ccccc2c(=O)[nH]1	92	0.1	91	93	100	2	84	97
COc1ccccc1C(CNC(=O)c1cc(C)nc2ccccc12)N(C)C (stereo not drawn)	95	0.1	102	105	90	0	103	106
NC(N)=NCCCC(NC(=O)c1ccccc1)C(=O)Nc1ccc2ccccc2c1 (stereo not drawn)	92	0.8	93	90	94	-2	85	97
CC1=C(C(=O)OC(C)C)C(c2ccsc2)NC(=O)N1C (stereo not drawn)	102	-0.2	101	118	100	-1	99	96
CC(=O)Nc1c(C(=O)O)oc2ccccc12	104	-0.1	101	98	101	8	100	103
O=C(COc1ccccc1Cl)Nc1cc(Cl)ccc1Oc1ccccc1	98	0.0	98	90	101	0	99	101
COC(=O)c1cn(C(=O)c2ccco2)c2ccccc12	73	0.0	98	85	97	-4	97	97
O=C(NC1CCCCCCC1)c1ccco1	90	0.1	96	88	96	2	113	105
O=c1c2cccc(Cl)c2nc2n1Cc1ccccc1-2	97	0.3	92	116	94	21	92	94
O=C(c1ccc(N2CCOCC2)c([N+](=O)[O-])c1)N1CCCCC1	96	-0.1	104	100	85	-5	93	93
Cc1c(NC(=O)c2nn(C)c(=O)c3ccccc23)c(=O)n(-c2ccccc2)n1C	97	0.0	99	100	100	-5	96	102
N#Cc1ccc(CSc2nc(N)cc(=O)[nH]2)cc1	109	-0.1	102	94	90	-1	98	108
CN(CCC#N)C(=O)COC(=O)/C=C/c1ccc2c(c1)OCO2	103	0.0	98	99	98	-1	108	102
CCCOc1cc(C)c(S(=O)(=O)NCCOC)cc1C	106	0.1	108	104	107	-1	102	107
NC(=O)NC(c1ccc(Cl)cc1)c1ccccc1Cl (stereo not drawn)	114	0.0	99	114	128	-3	109	101
N#C/C(=C\c1ccc(Sc2nc3ccccc3[nH]2)o1)c1ccccc1	94	0.1	102	102	118	3	85	101
CCOC(=O)/C=C/C(=O)NNC(=O)c1ccccc1Cl	104	-0.1	105	96	98	1	99	107
CCC(c1nnc(SCC(=O)N2CCOCC2)n1C1CCCCC1)N(C)C (stereo not drawn)	109	0.1	100	97	107	-1	107	102
O=C(CSc1nc(-c2ccccc2)nc2c1CCCC2)N1CCOCC1	84	0.3	92	113	85	5	86	95
O=C(Nc1ccccc1O)c1nc(Cl)ccc1Cl	100	0.1	99	98	103	42	96	98
O=C1CC(c2ccc(F)c(Br)c2)C2=C(CCCC2=O)N1 (stereo not drawn)	108	0.0	101	98	106	0	113	108
CCOC(=O)C1=C(C)NC(=O)NC1C(C)C (stereo not drawn)	108	0.1	105	99	106	-2	102	110
CCC(C)n1c(-c2cccs2)nc2nc3ccccc3nc21 (stereo not drawn)	?	0.0	44*[may fluoresce violet]	108	83[may fluoresce violet]	14	?	429*[may fluoresce violet]
Cc1cc(=O)oc2cc(NC(=O)C3COc4ccccc4O3)ccc12 (stereo not drawn)	95	-0.1	97	103	97	5	97	103

The list goes on:
SMILES	AGP1-GFP MLPCN	Efflux pump mplx	RPL19A TOR yeast	Yeast superoxide	LAP4 TOR yeast	AHR activator	CIT2 TOR yeast	MEP2-GFP yeast
Cc1cccc(NC(=O)c2nc[nH]c2C(=O)NCc2ccccc2)c1	66	0.0	98	139	84	16	91	95
COc1ccc(Nc2nc(NC(C)(C)C)nc(N3CCOCC3)n2)c(OC)c1	96	0.5	105	104	90	7	101	107
O/N=C/c1ccc2cccc(O)c2n1	103	0.0	102	91	102	0	98	106
Nc1nc2ccccc2n1/N=C/c1ccc2c(c1)OCO2	98	0.0	95	86	106	15	87	100
Cc1ccc(N2C(=O)CCC2=O)c(C)c1	110	-0.1	95	97	122	2	94	102
Cc1noc(C)c1COc1cccc(C(=O)Oc2ccc3c(c2)OCO3)c1	96	0.0	101	90	111	1	103	93
CCOc1ccc(CN(C)CC(=O)Nc2ccc([N+](=O)[O-])cc2Cl)cc1	112	3.3	104	99	101	0	94	105
COc1ccccc1C(=O)Nc1ccnn1C1CCN(C(=O)C(C)(C)C)CC1	96	0.1	91	97	92	-1	89	92
CC(C)Cn1c(=S)[nH]c2cc(C(=O)NCc3ccccc3F)ccc2c1=O	103	-0.1	100	92	101	3	106	100
COC(=O)c1ccc(CSc2nnc(NC(=O)C3CCCO3)s2)cc1 (stereo not drawn)	88	0.2	89	102	96	0	87	95
O=C(N/N=C/c1ccc([N+](=O)[O-])cc1)c1cc(C2CC2)nc2ccccc12	112	-0.2	98	83	105	9	98	100
CN(C)Cc1c(O)ccc2c(=O)c(-c3ccccc3Cl)coc12	99	-0.1	102	104	95	-2	95	103
Cc1nc(N2CCCCC2)c2ccsc2n1	89	0.0	91	104	100	0	91	97
Nn1c(COc2ccccc2F)nnc1SCC(=O)NC1CCS(=O)(=O)C1 (stereo not drawn)	101	0.1	101	91	99	-2	107	100
COc1cccc(N2CCN(Cc3ccsc3)CC2)c1	103	0.0	101	111	99	5	101	102
COC(=O)c1ccccc1CC1SC(N)=NC1=O (stereo not drawn)	98	0.0	105	99	98	1	102	106
CCn1cc(Br)c(C(=O)Nc2ccc(C(=O)OC(C)C)cc2)n1	92	0.1	94	108	106	3	92	93
CCN1CCN(CCOc2ccc(Cl)cc2)CC1	114	0.2	104	106	107	-3	111	104
Cc1n[nH]c(=S)n1/N=C/c1ccc(-c2ccc(Cl)cc2)o1	101	0.0	101	101	104	0	98	103
C[C@]12CC[C@@H]3c4ccc(O)cc4CC[C@H]3[C@@H]1C[C@@H](O)[C@@H]2O	97	0.1	103	111	100	-1	98	98
Cc1cc(C(=O)N2CCN(Cc3ccccc3)CC2)on1	96	0.1	102	105	91	-2	92	97
Cc1cc(Sc2nc(N)ncc2[N+](=O)[O-])ncn1	101	0.0	102	115	119	0	101	100
COC(=O)C1=C(C)N(C)C(C)=C(C(=O)OC)C1c1cccc(Br)c1	104	0.0	98	91	96	2	99	105
CCOc1ccc(OCc2ccc(C(=O)O)o2)cc1	·	0.3	96	113	101	3	100	110
COc1cc(Cc2cnc(N)nc2N)cc(OC)c1OC	87&92	0.1&-0.1	99&98	95&105	121&114	-3&2	88&85	99&98

Next section
SMILES	AGP1-GFP MLPCN	Efflux pump mplx	RPL19A TOR yeast	Yeast superoxide	LAP4 TOR yeast	AHR activator	CIT2 TOR yeast	MEP2-GFP yeast
O=C(Nc1ccc(Br)cc1Cl)N1CCOCC1	103	-0.1	104	98	112	-1	98	106
CC(C)(C)OC(=O)N1CCC(NC(=O)c2[nH]cnc2C(=O)Nc2ccon2)CC1	101	-0.1	97	117	85	0	99	101
CN(c1ccc(Br)cc1)S(=O)(=O)c1ccc2[nH]cc(C(=O)NCCN3CCOCC3)c(=O)c2c1	97	0.0	96	97	98	10	102	103
CCOC(=O)c1c(C(C#N)C#N)cc(C)nc1C	109	-0.1	100	100	98	2	104	102
O=C(COC(=O)c1ccc(S(=O)(=O)NCc2ccco2)cc1)NCCC1=CCCCC1	99	0.1	97	107	·	-1	90	96
S=C(NCc1ccco1)Nc1cccc(Cl)c1Cl	96	-0.3	99	109	92	8	97	98
CCOC(=O)Cn1c(=O)oc2cc(S(=O)(=O)Nc3cc(Cl)ccc3OC)ccc21	101	-0.1	99	100	98	-1	105	102
CC(C)CC(=O)Nc1cccc(NC(=O)c2ccccc2Cl)c1	101	0.0	104	98	94	8	102	106
Cc1ccc(NC(=O)CN(C)C(=O)c2cccc(S(=O)(=O)NCc3ccco3)c2)cc1	106	0.0	104	87	105	6	107	105
O=C(COC(=O)c1ccc2[nH]c3c(c2c1)CCCC3)Nc1ccccc1Cl	100	-0.1	101	95	95	1	99	99
CNC(=O)Nc1cccc(NC(=O)NC)n1	100	0.1	109	102	110	0	100	99
Cc1ccc(C)c(S(=O)(=O)Nc2ccc(C(=O)NCC(c3ccco3)N3CCCCC3)cc2)c1 (stereo not drawn)	100	-1.2	101	88	101	0	109	115
CCNC(=O)CSc1nnc(C2CC2)n1-c1ccccc1	89	-0.1	89	98	93	-3	87	93
Cc1ccc(NC(=S)N2CCC(O)CC2)c(C)c1	101	0.0	97	106	100	-3	102	106
CCOc1ccc(CCNC(=O)c2nnn(CC(=O)Nc3ccccc3C)c2N)cc1OCC	105	-0.1	100	69	95	6	105	100
Brc1ccc(-c2csc(N/N=C/c3ccco3)n2)cc1	94	0.0	93	82	109	1	91	90
Cc1nn(-c2ccccc2)c(C)c1NC(=O)COC(=O)/C=C/c1ccccc1	88	0.1	89	108	87	-1	80	97
O=S(=O)(c1ccccc1)N1CCN(c2ncnc3scc(-c4ccccc4)c23)CC1	96	-0.1	95	80	97	-1	101	91
CCOC(=O)N1CCN(C(=S)NC(C)(C)C)CC1	98	0.0	98	94	91	2	99	100
CCCCN(CC)CCCNC(=S)Nc1ccc2nc(N3CCN(C)CC3)cc(C)c2c1	105	0.1	102	96	100	3	80	94
CCOC(=O)CC1=C(C(=O)OCC)C(c2ccc(OC)c(OC)c2)C(C#N)=C(N)O1 (stereo not drawn)	103	0.1	98	85	99	0	100	99
CCn1c2ccccc2c2cc(/C=N/n3cnnc3)ccc21	89	-0.1	87	95	116	14	93	96
COc1cc([C@H]2[C@@H]3CCCC[C@]3(O)CCN2CC(=O)Nc2ccc(C)cc2C)ccc1O	103	0.5	96	109	106	1	106	105
Cc1cc(NC(=O)c2cc(-c3ccccc3Cl)nc3ccccc23)no1	101	0.2	112	116	108	11	99	116
NCCCC[C@H](N[C@@H](CCc1ccccc1)C(=O)O)C(=O)N1CCC[C@H]1C(=O)O	91&105	0.0&0.0	100&106	105&105	105&94	-2&2	82&108	97&107

Following part.
SMILES	AGP1-GFP MLPCN	Efflux pump mplx	RPL19A TOR yeast	Yeast superoxide	LAP4 TOR yeast	AHR activator	CIT2 TOR yeast	MEP2-GFP yeast
Cc1ccc(N(C(C)C(=O)NCc2ccncc2)S(C)(=O)=O)cc1C (stereo not drawn)	108	-0.1	102	106	101	0	106	97
C/C(=N\NC(=S)NCc1ccccc1)c1cccs1	93	0.5	96	86	94	12	95	94
Cc1ccccc1C(=O)N1CCC(C(=O)N(C)CCOc2ccccc2)CC1	99	-1.8	98	101	97	3	102	101
CC(=O)C1=C(O)C(=O)N(CCCCCC(=O)O)C1c1ccc(N(C)C)cc1 (stereo not drawn)	100	0.3	100	103	98	-3	92	105
COc1ccccc1CN1CC(C(=O)NC2(c3ccccc3)CC2)CCC1=O (stereo not drawn)	102	0.2	103	90	106	2	102	103
COc1c(Cl)cc(C(=O)Nc2ccccc2C(=O)O)cc1Cl	95	-0.1	103	130	101	2	103	102
COc1ccc(/C=N/NC(=O)c2ccc(Br)cc2)cc1CN1CCOCC1	·	0.0	92	109	·	7	·	124
O=C(N[C@@H](Cc1c[nH]c2ccccc12)C(=O)O)C1CCN(S(=O)(=O)c2cccs2)CC1	99	1.9	106	119	96	8	102	87
CCN(CC)CCN(C)C(=O)CCc1nnc(-c2ccc(C)s2)o1	100	-0.1	94	97	97	6	106	92
Fc1ccccc1NC(=S)Nc1cccnc1	114	-0.2	107	100	106	1	106	103
